Screening results (PubChem)
TGFb inhibitor – TGF-b pathway inhibition; AID 588855; Potency, µM (series often up to 46.1 µM), without a hit: at the highest dose activity, negative = inhibition, usual class: inhibitors; HepG2 CAGA-GFP TGF-b/SMAD3 reporter, GFP fluorescence, 18 h; TGF-beta stimulated, 500 pg/mL final; actives 1.2% (n = 410,000); also: potency is read from the fitted curve at half-maximal effect; % is scaled to controls: 0 for no effect and ±100 for the full control effect; nearly all actives have a fitted effect of over 65% in size
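HEPG2 CAGA-GFP, 1000 cells/well; 2 h settle, 37 C; cpd via pin tool; TGF-b 500 pg/mL final; 18 h, 37 C; GFP imaging ex488/em500-530; %Activity normalised to -TGF-b and +DMSO controls; CRC fit, curve class.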
Nrf2 inh – blocks Nrf2 signaling | A549 ARE-Fluc reporter, luciferase luminescence, 18-24 h | Potency, µM (series often up to 46 µM), for the others: at the highest dose activity change, negative = inhibition, usual class: inhibitors | actives 2.1% (n = 360,000) | AID 504444; also: potency is read from the fitted curve at half-maximal effect; % is scaled to controls: 0 for no effect and ±100 for the full control effect; nearly all actives have a fitted effect of over 60% in size
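Quantitative HTS in A549 cells stably bearing an antioxidant response element-firefly luciferase construct. Inhibition of Nrf2-driven transcription was scored by luminescence after 18-24 h of compound exposure at 37 °C.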
MCF10A rerep – DNA re-replication induction in MCF 10a cells; MCF 10A DNA re-replication, Hoechst nuclear intensity, 48 h; Potency, µM (titrated, usually from 46.1 µM), for inactives: at the top dose activity, positive = re-replication, hits mostly activators; actives 2.9% (n = 350,000); AID 624296; also: potency is read from the fitted curve at half-maximal effect; % of control where 0% means no effect; nearly all actives have a fitted effect of over 50% in size
Nrf2 ARE act – activators of Nrf2 (ARE) signaling | actives 0.31% (n = 410,000) | AREc32 ARE-luciferase reporter (MCF7-derived line), luminescence, 24 h | Potency, µM (series often up to 46.1 µM), without a hit: at the top dose activation, hits mostly activators; also: potency is read from the fitted curve at half-maximal effect; % of control where 0% means no effect; nearly all actives have a fitted effect of over 65% in size
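Steps: seed AREc32_Fluc cells (1000/well, 5% FBS OPTI-MEM); incubate overnight at 37 deg C; add 23 nL compound; incubate 24 hr; add Steady-Glo; hold 30 min RT; read luminescence.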
IL-1B inflam inh – blocks inflammasome-driven IL-1 beta release. activity change, % at 57.5 µM. THP-1 LPS/ATP IL-1B secretion, AlphaLISA, 16 h; hits give low values. actives 4.7% (n = 360,000); in the data active = activity change below about -50%; inconclusive = mostly about -30% to -49%; also: % is scaled to controls: 0 for no effect and ±100 for the full control effect
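THP-1 cells pretreated 1 hr with compounds (up to 57.5 uM final), then stimulated with LPS (250 ng/mL final) plus ATP (1.25 mM final); secreted IL-1B measured by AlphaLISA after 16 hr, decreased signal indicating inhibition.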
S2 tox – cell viability loss in ATXN counter-screen; S2 cells (HEK-293 line with an ATXN2-luciferase reporter) viability, CellTiter-Fluor protease fluorescence, 24 h; Potency, µM (doses to about 56.7 µM), actives largely listed as cytotoxic; actives 0.49% (n = 400,000); AID 651635; also: potency is read from the fitted curve at half-maximal effect; nearly all actives have a fitted effect of over 40% in size
A549 viability – A549 cytotoxicity, counter-screen for Nrf2 inhibitors | AID 504648 | A549 ARE-Fluc cells, CellTiter-Fluor viability, 18-24 h | actives 0.16% (n = 390,000) | Potency, µM (highest dose often 46 µM), for the others: at the top dose activity change, negative = cytotoxicity, most hits filed as inhibitors; also: potency is read from the fitted curve at half-maximal effect; % is scaled to controls: 0 for no effect and ±100 for the full control effect
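A549 ARE-Fluc cells in 5% FBS OPTI-MEM, 5000 cells/well, rested 2 h then exposed to compounds in concentration-response for 18-24 h at 37 °C. Viability by CellTiter-Fluor fluorescence (Ex 405/Em 525) after 30 min; luciferase luminescence (BugLite, 15 min, RT) read afterwards.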
ATXN2 expr inh – ATXN2 expression inhibition; actives 0.72% (n = 360,000); AID 1745845; HEK-293 ATXN2-luciferase reporter, luminescence, 24 h; Potency, µM (top dose mostly 57 µM), without a hit: top-dose activity change, negative = inhibition, most hits filed as inhibitors; also: potency is read from the fitted curve at half-maximal effect; % is scaled to controls: 0 for no effect and ±100 for the full control effect; nearly all actives have a fitted effect of over 55% in size
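qHTS (up to 57 uM final) was run with 24 h compound exposure of reporter cells at 37 °C. Each well was multiplexed: SteadyGlo luminescence measured ATXN2-luciferase expression after a fluorogenic Gly-Phe-AFC viability readout (25 uM final).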
HepG2 tox – kills HepG2 cells in TGF-b inhibitor counter-screen. AID 588856. HepG2 CAGA-GFP viability, ATP luminescence, 18 h. Potency, µM (series often up to 46.1 µM), for inactives: at the top dose activity change, negative = cytotoxicity, usual class: cytotoxic. actives 0.76% (n = 410,000); also: potency is read from the fitted curve at half-maximal effect; some results filed as inactive show a strong effect at the top dose
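HepG2 CAGA-GFP cells (1000/well, DMEM with 1% FBS) received compound, then TGF-beta at 500 pg/mL final, and were incubated 18 hours at 37 degrees C. Viability was read by CellTiter-Glo luminescence. Media-only wells were set as complete cell-killing and DMSO as no toxicity.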
An asterisk follows results filed as active; i = inactive; ? = inconclusive; · = no result given; [ ] = remark or other dose. Unless noted, calls follow the shape of the dose curve; as a rule, active = well fitted curve in the direction sought with a large enough effect; inconclusive = small, poorly fitted or top-dose-only effect, or another doubt; inactive = no such curve, though single readings can be large; an effect the other way counts as inactive or inconclusive.

SMILES	TGFb inhibitor	Nrf2 inh	MCF10A rerep	Nrf2 ARE act	IL-1B inflam inh	S2 tox	A549 viability	ATXN2 expr inh	HepG2 tox
COc1cccc(N/C(SCc2ccccc2Cl)=C(/C#N)C(=O)NCc2cccs2)c1	-3%	-13%	23%	0.1%	-27	i	-2%	-14%	-6%
Cc1c(-c2ccccc2)n(-c2ccccc2O)c2nc3c(c(=O)n(C)c(=O)n3C)n12	4%	?	·	-1.3%	·	i	-6%	-4%	-14%
COc1ccc(C(CNC(=O)c2cccc(S(=O)(=O)Nc3ccc(C)cc3)c2)N2CCCCC2)cc1 (stereo not given)	8%	?	-1%	3.6%	?	i	-20%	2%	-19%
COCC(=O)N1CCCC(C(=O)c2ccc(C(F)(F)F)cc2)C1 (stereo not given)	-1%	-2%	0%	-0.4%	7	i	10%	-4%	-7%
Cn1c(C(=O)O)cc2cc(F)ccc21	-4%	-24%	0%	2.5%	-7	i	-6%	-2%	-3%
COc1ccc(C(=O)Nc2cccc(NC(C)=O)c2)cc1OC	0%	0%	0%	2.7%	-25	i	1%	23%	-7%
CCOc1ccccc1NC(=O)Cc1c(F)cccc1Cl	5%	4%	-10%	-0.1%	20	i	0%	-16%	-16%
CCOc1ccc(-n2nc3ccc(NC(=O)COc4ccccc4C)cc3n2)cc1	2%	-20%	·	-2.2%	·	?	3%	16%	-17%
COC(=O)C1=C(C)N=C2SC(C#N)=C(N)N2C1c1ccc(OCc2ccccc2)cc1 (stereo not given)	?	?	?	3.5%	-11	i	-25%	-13%	-22%
CSc1cccc(NC(=O)c2cc(S(=O)(=O)N3CCCCC3)c[nH]2)c1	8%	5%	0%	0.0%	0	i	3%	3%	-1%
Cc1cc(NC(=O)C(C)SCC(=O)N(C)CC(=O)Nc2ccc(F)cc2)no1 (stereo not given)	-8%	9%	1%	0.1%	3	i	-10%	3%	-6%
CCC1(c2ccccc2)NC(=O)N(CC(=O)Nc2ccc3c(C)cc(=O)oc3c2)C1=O (stereo not given)	0%	3%	1%	1.7%	0	?	1%	6%	-14%
O=S(=O)(c1ccc(SCc2cccc(Cl)c2)nc1)N1CCCC1	?	?	-1%	-0.5%	7	i	-1%	-15%	-6%
Cc1ccc2oc(=O)c3cnn(CC(=O)N4CCN(c5cccc(C(F)(F)F)c5)CC4)c3c2c1	1%	4%	·	0.6%	·	·	4%	·	-5%
CC(Sc1nnc(-c2ccco2)n1N)C(=O)NC1CCCCC1C (stereo not given)	-5%	?	6%	-0.1%	-4	i	1%	-8%	-3%
Cc1cccc(OCC(=O)NNC(=O)c2cc(S(=O)(=O)N(C)C)ccc2N2CCCC2)c1	3%	6%	0%	-0.4%	2	i	9%	-1%	-9%
O=C(NC(Cc1ccccc1)C(=O)N1CCCC(C(F)(F)F)C1)c1ccccc1 (stereo not given)	-11%	-8%	1%	0.0%	2	?	-3%	2%	-5%
COc1ccc(C(=O)c2cn(CC(=O)Nc3cc(OC)cc(OC)c3)c3ccc(OC)cc3c2=O)cc1	-7%	4%	·	0.0%	·	·	0%	·	1%
COc1ccc(NC(=O)CN(C)C(=O)c2ccccc2CCc2ccccc2)cc1	-14%	4%	-2%	-0.4%	-52*	i	-5%	9%	-17%
COc1ccc(-c2nn(-c3ccccc3)cc2/C=N/O)cc1	-14%	15%	?	2.6%	-12	i	?	-31%	-35%
Cc1ccc(N(CC(O)CN2CCCC2)S(=O)(=O)c2ccccc2)cc1 (stereo not given)	-6%	22%	-5%	3.1%	-22	i	11%	7%	-26%
O=C(Nc1ccc(S(=O)(=O)Nc2nccs2)cc1)c1c(F)c(F)c(F)c(F)c1F	-13%	0%	?	?	0	i	-1%	0%	-8%
Cc1cc2ccc3ccccc3c2cc1CN(C)C	16µM*	?	2%	16%	·	i	2%	28%	-39%
Cc1ccc(-c2cc(-c3ccc(Cl)cc3)c(C#N)c(N)n2)o1	?	6%	2.9µM*	28%	-6	i	11%	-9%	-23%
COc1ccc(/C=[N+](\[O-])C2N(c3ccccc3)C(=S)SC2(C)C)cc1OC (stereo not given)	-1%	2%	-4%	-0.5%	-3	i	0%	56%[activator]	7%
Cc1ccc(CNC(=O)CSc2nc3[nH]ncc3c(=O)[nH]2)cc1	13%	1%	-1%	-0.7%	2	i	8%	13%	-1%
COc1ccc(N(CC(=O)Nc2ccccc2OC)S(=O)(=O)c2ccccc2)cc1Cl	-9%	2%	?	1.8%	-12	i	6%	-10%	2%
COc1ccccc1CN1CCN(Cc2nc(-c3ccc(C)cc3)oc2C)CC1	?	0%	?	3.0%	0	i	-1%	-38%	1%
COC(=O)c1ccc(S(=O)(=O)N2CCN(C)CC2)n1C	-6%	11%	-5%	-1.0%	8	i	-2%	-6%	-9%
COc1ccc(N2CCN(c3nccs3)CC2)cc1	6%	?	-5%	2.9%	-12	i	4%	19%	-1%
Cc1ccc2c(C)c(C(=O)Nc3c(C)n(C)n(-c4ccccc4)c3=O)oc2c1C	-5%	7%	-4%	2.8%	-16	i	1%	2%	-41%
O=C(NNC(=O)c1cccnc1)Nc1ccc(Cl)c(Cl)c1	0%	5%	1%	0.4%	-4	i	-13%	3%	6%
CCOC(CC(=O)NNC(=O)c1c(-c2c(Cl)cccc2Cl)noc1C)OCC	-1%	-5%	1%	0.8%	22	i	5%	8%	-17%
COc1ccc(Cl)cc1NC(=O)CSc1nc2ccsc2c(=O)n1CC1CCC(C(=O)O)CC1 (stereo not given)	-3%	-1%	0%	-0.1%	31	i	5%	·	-7%
O=C(CN1CCCc2ccccc21)NC(=O)NCc1ccco1	25%	?	13%	6.2%	1	i	-12%	2%	-9%
Cc1ccc(-c2nn3c(C)nnc3c3ccccc23)cc1S(=O)(=O)N1CCN(CCO)CC1	-4%	13%	13%	?	-11	i	10%	28%	-8%
CC(NC(=O)c1cc(S(=O)(=O)N2CCOCC2)ccc1N1CCCC1)c1ccc(Cl)c(Cl)c1 (stereo not given)	-12%	-26%	17%	-0.7%	-15	?	-5%	-12%	0%
O=[N+]([O-])c1ccc(C2(O)CN(c3ccccc3)C3=[N+]2CCS3)cc1 (stereo not given)	-3%	-30%	1%	0.1%	?	·	-6%	-16%	2%
Cc1ccc(SCc2ccc(C(=O)N3CCCC3)cc2)cc1	-35%	?	?	3.8%	-3	i	-8%	16%	-23%
COc1ccc(CCN(C(=O)C(F)(F)F)C(C(=O)NC2CCCC2)c2cccs2)cc1 (stereo not given)	?	?	-3%	4.3%	-13	i	?	-23%	-12%
CC1=C(C(=O)OCC(C)C)C(c2cccs2)NC(=S)N1 (stereo not given)	0%	?	8%	0.2%	?	i	-1%	-4%	-17%
Cc1cc(NC(=O)Nc2ccc(Cl)cc2)no1	3%	2%	-14%	0.7%[9.22 µM]	0	i	-5%	28%	1%
CCSc1nnc(NC(=O)CSc2nc(CC)nc3c2c(=O)n(C)c(=O)n3C)s1	0%	?	-11%	-0.5%	-6	i	0%	6%	9%
Cc1ccc(C)c(NC(=O)C2CC(=O)N(C(C)C)C2)c1 (stereo not given)	?	-10%	-11%	-1.0%	17	i	-1%	-6%	-2%
COCCNC(=O)C1CC(c2ccc(F)cc2)=NO1 (stereo not given)	17%	3%	11%	-0.5%	25	i	-1%	-2%	1%
CCCOC(=O)Cc1c(O)c2ccccc2[nH]c1=O	0%	4%	0%	-0.7%	4	i	2%	0%	2%
O=C(NCC(=O)N(Cc1ccco1)C(C(=O)NC1CCCC1)c1ccncc1)c1cccs1 (stereo not given)	-23%	4%	-1%	0.1%	22	i	2%	-5%	-18%
CCOc1ccc(NC(=O)c2oc3ccccc3c2NC(=O)C(C)Oc2ccccc2)cc1 (stereo not given)	0%	1%	·	-0.6%	·	i	5%	9%	-14%

Shown as a hit in IL-1B inflam inh, of those listed so far:
SMILES | Nrf2 inh | IL-1B inflam inh
COc1ccc(NC(=O)CN(C)C(=O)c2ccccc2CCc2ccccc2)cc1 | 4% | -52*

The listing continues:
SMILES	TGFb inhibitor	Nrf2 inh	MCF10A rerep	Nrf2 ARE act	IL-1B inflam inh	S2 tox	A549 viability	ATXN2 expr inh	HepG2 tox
CCOC(=O)c1c(NC(C)=O)sc2c1CCC(C=O)=C2Sc1ccccc1	?	21µM*	-5%	?	-100*	·	?	28µM*	-46%
CC(C)N(Cc1ccccc1)C(=O)C1CCCN(c2ncnc3c2nc2n3CCCCC2)C1 (stereo not given)	-29%	3%	3%	-0.5%	-9	?	13%	·	-39%
CC(C)Cn1c(/C=C/c2ccccc2)nc2ccccc21	-36%	?	8%	7.3%	-66*	i	9%	86%[activator]	-4%
O=C(Nc1nccs1)c1ccc(-c2cccc([N+](=O)[O-])c2)o1	15%	?	2%[9.22 µM]	3.7%	32	i	-10%	-20%	4%
Cc1cc(NC(=O)c2cn(C3CCCCC3)c(=O)c3c2c2ccccc2n3C)no1	?	-21%	0%	-0.5%	-3	i	0%	-12%	-10%
Cc1nc2c(cnn2CCO)c(=O)[nH]1	6%	-3%	-22%	0.3%	12	i	3%	-14%	-6%
O=C(CN1c2ccccc2Sc2ccccc21)N/N=C/c1ccccc1	-7%	-18%	-2%	-0.6%	-5	?	-21%	4%	21%
